WT yeast gro inh: growth inhibition of WT strain, primary screen, mitochondrial fusion inhibitor project, WT and mutant strains, chemical genetic; mitochondrial fusion phenotypic screen; hit rate 2.1% among 190,000; AID 1362, 2008; inhibition, % at 10 µM; in the data active = inhibition above about 58%; tested in S. cerevisiae
Hep lipid drop: inhibitors of hepatocyte lipid droplet formation, primary screen, imaging, high-throughput imaging, BODIPY stain | hit rate 0.4% among 240,000 | AML12 mouse hepatocytes, oleate lipid droplets | inhibition, % at 6.5 µM;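 active = lipid droplet intensity inhibited by at least 50%, with more than 500 cells counted; inconclusive = wells with under 300 cells, treated as cytotoxic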
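Technique: fluorescence imaging, 20x objective, two fields per well / Assay system: AML12 hepatocytes (mouse) / Measure: % inhibition of lipid droplet signal / Doses: 6.5 µM single-point dosing / Incubation: overnight exposure / Reagent: 100 µM oleic acid challenge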
Ins promoter up: insulin promoter activators in MIN6 cells, imaging, high-content screening, mouse beta cells. MIN6 insulin promoter-GFP reporter; stronger effect = higher value. z-score at 5 µM. hit rate 0.3% among 190,000. AID 1625, 2009;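 active = z-score above 3 at 5 µM with at least 500 cells counted in the well; inconclusive = wells under 500 cells, flagged as cytotoxic or low count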
MT stabilize HCS: microtubule stabilizers in HeLa cells, primary screen, imaging, high-content imaging. hit rate 0.83% among 200,000. AID 2205, 2009. % tubulin-high responders, % at 10 µM. HeLa tubulin immunostaining HCS, 24 h; share of cells brighter than vehicle mean+2SD;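 active = plate Z-score above 3 for both tubulin-high and condensed-nucleus cell shares, with cell loss under 80%, at 10 µM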;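 note: anti alpha tubulin signal scored within the nucleus-defined area of each cell; some results filed as inactive read as strong as hits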
bCat nuc transl: modulators of beta-catenin nuclear translocation, primary screen, imaging, HeLa cells, immunofluorescence, high-content | hit rate 0.3% among 190,000 | nuclear translocation activity, % at 5 µM | AID 1665, 2009;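 active = nuclear translocation activity above 50% at 5 µM, with a well cell count of 50 or more; inconclusive = wells under 50 cells across six images, flagged as toxic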;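 note: per-cell ratio of nuclear to cytoplasmic median beta-catenin stain intensity; plate controls were DMSO negative control for no effect and GSK-3 inhibitor IX positive control for full effect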
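Read-out: Nuclear/cytoplasmic beta-catenin signal ratio, % activation | Assay system: Human HeLa cell line | Times: 24 h compound exposure at 37°C, 5% CO2 | Signal: Fluorescence imaging of beta-catenin antibody stain plus DAPI | Dosing: 5 µM primary, 0.02–20 µM confirmation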
Myeloid diff 2: induction of myeloid progenitor differentiation, primary screen, cell-based, flow cytometry, MLPCN library; hit rate 1% among 360,000; calls only at 10 µM; ER-HoxA9 myeloid progenitors, lysozyme-GFP differentiation; AID 624256, 2012;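 active = normalized GFP-positive differentiation at or above the plate's own cutoff, the solvent-only control mean plus 3 SD; inconclusive = no clear call, values can overlap the other calls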;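 note: cells exposed to compound for four days before flow analysis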
T cell modulator: modulators of CD8 T cell-vesicle binding, primary screen, mouse 2C CD8+ T cells, flow cytometry | 2C CD8+ T cell-vesicle binding; stronger effect = lower value | calls only at 7 µM | hit rate 0.068% among 330,000 | AID 2052, 2009;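 active = response, share of CD8 T cells binding vesicles, and their 90th percentile fluorescence all below set limits, cut at about 80% in these data, passing the limit was not always enough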
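System: murine 2C transgenic CD8+ T lymphocytes; also added: QL9-loaded Drosophila micro-vesicles; times: binding 1.5 h at 37 °C; measured by: flow cytometry, PE anti-B7-1 (FL2) versus Alexa647 anti-CD8 (FL8), PFA-fixed; control set: Peptide-free naked vesicles (low) and QL9 vesicles with 0.7% DMSO vehicle (high)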
Autophagy HCS: autophagy modulators in MEF cells, primary screen, imaging, high-content, MEF GFP-LC3; MEF GFP-LC3 puncta imaging; test concentration mostly 10 µM; calls only at 10 µM (by protocol); hit rate 0.98% among 190,000;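 active = percentage of spot-positive cells more than 3 SD above its plate mean, without a fluorescence outlier flag or 80% toxicity; inconclusive = no clear call, values can overlap the other calls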;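 note: spot-positive cell cutoff set from DMSO-treated cells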
West Nile virus CPE: West Nile virus antiviral activity, cell-based, CPE readout (AID 1621) | West Nile virus-infected cells, CPE inhibition; higher % means a stronger effect | CPE inhibition, % at 10 µM, or IC50 in µM where a hit was titrated | hit rate 0.02% among 290,000; in the data active = a potency from the dose series; inconclusive = CPE inhibition mostly from about 3.7% at the one dose, without a potency; inactive = the rest, 99 in 100 with CPE inhibition below about 2.2%; note: strong numbers were not always called active
WT yeast gro inh mutant strain: also measured in WT yeast gro inh; calls as there; inhibition, %; mitochondrial fusion phenotypic screen, mutant strain inhibition
Ins promoter up cell count: recorded beside Ins promoter up, whose call it bears; cell count; measured here: cytotoxicity, nuclei count;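 total cells summed across four imaged fields per well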
Hep lipid drop cells 6.5 µM: further read-out of Hep lipid drop, marked with its call; cell count; measured here: cell count, cytotoxicity flag;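 cells counted across two imaged fields per well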
bCat nuc transl cell count 5 µM: further read-out of bCat nuc transl, marked with its call; cell count; measured here: cell count, cytotoxicity flag
T cell modulator vesicle-bound %: recorded beside T cell modulator, whose call it bears; double positive events, %; measured here: CD8+ vesicle-bound cell fraction;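 binding gate set so that unloaded-vesicle control wells show 10% double positive cells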
MT stabilize HCS Hoechst-high %: also measured in MT stabilize HCS; calls as there; % Hoechst-high responders; measured here: nuclear condensation Hoechst responders;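 share of cells brighter than vehicle mean plus two SD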
MT stabilize HCS cytotoxicity %: further read-out of MT stabilize HCS, marked with its call; toxicity, %; measured here: cytotoxicity by cell density;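 0% = mean cell density of plate MIN control wells and 100% = no cells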
Autophagy HCS cell loss 18 h: also measured in Autophagy HCS; calls as there; toxicity, %; measured here: cell loss, nuclei count;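 cell loss after 18 h compound exposure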
Myeloid diff 2 GFP+ MAC1+ %: recorded beside Myeloid diff 2, whose call it bears; GFP+ MAC1+ double positive, %; measured here: differentiation confirmed by MAC1 staining
An asterisk follows results filed as active; i = inactive; ? = inconclusive; . = no result given. Compounds were not picked by outcome (roughly 3.9% active in at least one column).

SMILES	WT yeast gro inh	WT yeast gro inh mutant strain	Hep lipid drop	Hep lipid drop cells 6.5 µM	Ins promoter up	Ins promoter up cell count	MT stabilize HCS	MT stabilize HCS Hoechst-high %	MT stabilize HCS cytotoxicity %	bCat nuc transl	bCat nuc transl cell count 5 µM	Myeloid diff 2	Myeloid diff 2 GFP+ MAC1+ %	T cell modulator	T cell modulator vesicle-bound %	Autophagy HCS	Autophagy HCS cell loss 18 h	West Nile virus CPE
O=C1C2C(C(=O)N1/N=C/c1ccco1)C1C=CC2C12CC2 (stereo not drawn)	12.9	5.7	-17.4	529	0.95	1917	3.6	1.3	6.3	.	.	i	6.6	i	12.7	i	-20.9	0.3%
COc1cccc(CNCCNC(=O)c2ccco2)c1OC	-4.6	1.3	-21.5	844	0.57	858	1.9	1.8	8.5	.	.	i	1.0	i	7.3	i	-3.3	-0.4%
O=C(COc1ccc(Cl)cc1)NCCc1ccccn1	-6.8	2.7	6.4	717	2.91	1158	2.5	2.5	0.8	-0.7	1147	i	0.4	i	16.3	i	0.0	-0.5%
COc1ccccc1C(=O)NCCCNC(=O)c1ccccn1	.	.	0.7	804	.	.	.	.	.	.	.	i	0.4	i	52.8	.	.	0.0%
COc1ccc(S(=O)(=O)N(C)C)cc1NC(=O)Cc1c[nH]c2ccccc12	6.0	1.3	-0.7	666	-1.01	1488	3.4	1.9	2.4	-1.6	1061	i	0.3	i	28.7	i	-0.2	0.0%
CC1CC(NC(=O)/C(C#N)=C/c2ccc[nH]2)CC(C)(C)C1 (stereo not drawn)	.	.	0.8	699	-0.29	1363	.	.	.	-3.3	1143	i	0.3	i	22.9	.	.	0.1%
Cc1cccc(NC(=O)NN2CCN(C)CC2)c1C	.	.	-7.7	790	.	.	.	.	.	.	.	i	1.1	i	63.4	.	.	-0.6%
CN(C)/C=C/C(=O)c1ccc(F)cc1	-21.8	-3.0	.	.	0.02	1382	0.5	1.8	10.1	-0.5	1366	i	0.9	i	53.6	i	0.4	0.4%
CCC(=O)NC(Nc1sc2c(c1C(=O)OC)CCN(C)C2)(C(F)(F)F)C(F)(F)F	-3.9	1.3	-3.7	671	.	.	4.0	1.4	6.8	2.2	1072	i	0.6	i	37.5	i	-15.1	0.1%
CC1(C)CC(=O)C2=C(C1)Nc1ncnn1C2c1ccccn1 (stereo not drawn)	-9.9	-8.2	1.0	819	-0.09	907	1.9	1.6	7.1	0.2	1097	i	0.6	i	37.0	.	.	-0.2%
O=C(NN1C(=O)c2ccccc2NC1c1ccc([N+](=O)[O-])o1)c1ccccc1 (stereo not drawn)	6.2	-2.3	-15.0	759	.	.	1.8	2.3	3.2	-2.8	544	i	0.7	i	20.5	i	11.3	-0.6%
CCC(C)(C#CCN1CCCCC1)OC(C)=O (stereo not drawn)	-6.4	-1.0	4.4	681	0.66	1544	2.0	2.0	7.0	-1.2	1568	i	0.1	i	39.1	i	2.9	-0.2%
O=C(CSc1nc2ccccc2[nH]1)N/N=C/C=C\c1ccccc1[N+](=O)[O-]	-15.7	8.9	4.4	614	.	.	2.2	3.1	4.1	2.3	1063	i	0.6	i	43.6	i	-2.2	-0.5%
CCOC(=O)N1CCC(=NNc2nc(C)cc(=O)[nH]2)CC1	-11.0	-6.4	-6.7	690	0	1122	3.3	3.7	5.8	-0.6	1117	i	0.3	i	39.9	i	40.3	1.0%
CCCc1ccc(OCCNC(=O)c2ccco2)cc1	.	.	-4.8	714	.	.	.	.	.	.	.	i	1.0	i	41.3	.	.	-0.5%
COc1cccc2c(O)cc(=O)n(C)c12	-11.4	-2.6	-28.4	675	0.46	1313	1.2	2.0	5.0	-2.3	610	i	0.5	i	33.2	i	15.8	-1.0%
Cc1ccccc1S(=O)(=O)NCc1cccnc1	-10.3	-0.6	11.2	700	0.41	1330	1.7	2.2	4.3	.	.	i	0.7	i	45.2	i	-0.3	0.3%
O=S(=O)(c1ccc(C2=CSC3=NCCN23)cc1)N1CCOCC1	-19.1	-8.5	.	.	0.16	1353	1.7	1.9	6.4	-2.0	1432	i	1.2	i	32.8	i	9.9	0.3%
Cc1oc2c(CN3CCCCC3)c(O)ccc2c(=O)c1-c1ccc(Br)cc1	.	.	-16.6	852	.	.	.	.	.	.	.	i	0.3	i	56.7	.	.	-0.6%
Cc1ccc(OC(=O)c2ccc(N3CCOCC3)c([N+](=O)[O-])c2)cc1	50.0	55.6	.	.	-0.02	1660	1.3	1.3	5.4	0.3	1247	i	1.0	i	43.6	i	12.5	1.1%
CC(NC(=O)c1ccccc1F)c1nnc(SCC(=O)N2CCN(c3ccccc3)CC2)n1C (stereo not drawn)	-9.8	12.6	-9.6	679	0.24	1595	7.6	1.8	13.6	-1.6	1057	i	0.6	i	60.0	i	14.0	-0.6%
CSc1ccccc1NC(=S)Nc1cccc(C(F)(F)F)c1	11.5	22.9	0.7	761	0.45	976	2.5	1.3	3.5	-3.2	1179	?	.	i	20.0	i	1.1	0.6%
CCCN1CCC(=O)N([C@H](CSc2ccc(C)cc2)CC(C)C)CC1	.	.	14.9	671	-0.17	809	.	.	.	-1.0	1331	i	1.7	.	.	.	.	-0.7%
Cc1[nH]c(=O)[nH]c1C(=O)CCCCC(=O)OCC(=O)Nc1ccccn1	1.2	-5.7	.	.	0.45	1559	5.7	1.6	9.5	-4.0	1030	.	.	i	41.8	i	48.8	0.7%
CC1CC(C)CN(CCCNC(=O)c2ccc3c(c2)NC(=O)C(N2CCCCC2)S3)C1 (stereo not drawn)	0.2	9.6	1.3	724	-0.69	1075	3.7	1.7	0.3	.	.	i	1.1	i	43.6	i	1.5	-0.3%
Cc1c(C(=O)N2CCN(c3ccc(F)cc3)CC2)sc2nc3n(c(=O)c12)CCC3	.	.	-6.3	694	.	.	.	.	.	.	.	i	1.2	i	17.3	.	.	-0.3%
Cc1ccsc1/C=N\NC(=O)c1ccc2c(c1)OCO2	-47.8	-2.4	.	.	.	.	3.3	1.3	4.4	.	.	i	0.0	i	42.2	i	0.7	.
N#CCc1nc(CSc2nc3ccccc3o2)cs1	-1.3	2.8	.	.	0.26	1100	4.6	4.1	9.7	-5.5	1027	i	7.6	i	42.1	i	5.8	-0.6%
Cc1cc(N2CCN(Cc3nc(-c4ccc(Cl)cc4)oc3C)CC2)cc(C)n1	.	.	3.9	642	-0.79	806	.	.	.	0.9	1257	i	0.6	i	18.8	.	.	-0.3%
O=C(NNc1ncccc1-n1cccc1)c1ccc(Cl)cc1	.	.	3.2	708	-0.27	1330	.	.	.	-1.4	1180	i	0.5	i	11.3	.	.	-0.3%
CCOc1ccc(N(CC(=O)NCCc2ccccc2)S(=O)(=O)c2ccccc2)cc1	.	.	-2.4	803	.	.	.	.	.	.	.	i	0.7	i	31.6	.	.	-0.7%
COc1cccc2c1OCC(C(=O)O)C2 (stereo not drawn)	5.3	4.8	6.6	691	-0.25	1470	1.9	1.9	8.8	0.7	1016	i	0.5	i	49.2	i	25.4	0.3%
O=C1c2ccccc2NC(c2cccnc2)N1c1ccccc1F (stereo not drawn)	-20.8	-11.6	7.3	694	-0.18	1321	2.3	3.2	7.7	.	.	i	0.1	i	51.7	i	-3.1	-0.3%
Cc1cc(NC(=O)CCC(=O)N(Cc2ccco2)C(C(=O)NC2CCCC2)c2ccccc2)no1 (stereo not drawn)	.	.	7.5	781	.	.	.	.	.	.	.	i	0.7	i	20.4	.	.	-1.3%
COc1ccc(NC(=O)O/N=C/c2ccc(Br)cc2)cc1	.	.	3.8	819	.	.	.	.	.	.	.	i	0.0	i	51.3	.	.	0.2%
O=C(CC1Nc2ccccc2NC1=O)Nc1ccccc1NC(=O)CC1Nc2ccccc2NC1=O (stereo not drawn)	-4.1	3.6	0.8	657	0.1	1139	4.1	2.9	7.2	-0.6	1032	.	.	i	50.1	i	4.1	-0.2%
O=C(CSc1nnc(-c2ccncc2)o1)N1CCCCCC1	-2.4	2.8	-1.6	659	0.81	1490	1.8	1.7	3.5	1.1	1558	i	0.4	.	.	i	-1.7	0.1%
COC(=O)c1ccc(/C=C/c2nc3ccccc3c(=O)[nH]2)cc1	.	.	-7.0	771	.	.	.	.	.	.	.	i	0.3	i	11.4	.	.	-0.1%
O=C(CSc1ccccc1)Nc1ccc(NC(=O)c2ccco2)cc1	28.1	19.0	.	.	.	.	1.4	1.4	7.3	.	.	i	2.7	i	5.0	i	-0.6	0.0%
COC(=O)CCC(NC(=O)c1cc(C)oc1C)C(=O)OC (stereo not drawn)	-8.2	-8.8	-0.7	739	.	.	3.8	1.7	5.6	2.2	980	i	0.7	i	28.8	i	-4.8	0.1%
